RBBP9 inh – human RBBP9 hydrolase inhibition; O75884; recombinant RBBP9, FP-Rh probe fluorescence polarization; inhibition, % at 7.94 µM; hit rate 0.2% among 220,000; AID 1515;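 active means inhibition above the campaign mean of all tested compounds plus 3 SD, cut at about 14% in these data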;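 further: plate controls were DMSO wells with RBBP9 for no effect and wells lacking RBBP9 protein for full effect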
Target sequence (O75884 whole entry, looked up): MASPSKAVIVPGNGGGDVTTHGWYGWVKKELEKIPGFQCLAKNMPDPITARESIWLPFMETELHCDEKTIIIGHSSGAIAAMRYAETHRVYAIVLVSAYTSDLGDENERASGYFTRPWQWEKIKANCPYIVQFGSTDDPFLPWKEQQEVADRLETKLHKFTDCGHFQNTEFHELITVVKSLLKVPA
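Measured by – fluorescence polarization · Test system – RBBP9 protein · Input – 2.5 µM RBBP9 dispensing solution, before mixing · Measure – percent inhibition from mP, scaled between DMSO and no-protein wells · Benchmarks – DMSO-treated enzyme wells and wells lacking RBBP9 · Times – preincubation 30 min plus labeling 45 min at 25 °C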
Furin inh – blocks human furin protease activity. inhibition, % at 30 µM. P09958. purified furin, fluorogenic substrate cleavage. hit rate 0.061% among 220,000; in the data active means inhibition above about 25%; further: inactives centre near -15
Tb hexokinase – T. brucei hexokinase 1 inhibition; recombinant TbHK1, G6PDH-coupled NADH A340; inhibition, % at 10 µM; hit rate 0.11% among 220,000; AID 1430;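 active means inhibition of 50% or more in the single-dose primary screen; inactive means inhibition below 50%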
PPC-1+TRAIL kill – compounds killing PPC-1 cancer cells with TRAIL present (potentiator screen, no TRAIL-free arm); PPC-1 cells + TRAIL, ATPLite viability luminescence; cell killing (% activity), % at 4 µM; hit rate 0.41% among 220,000;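 active means cell killing above 50% in the first pass at 4 µM, then a duplicate retest at 5 µM averaging 50% or more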;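 further: plate controls were cells with TRAIL plus DMSO for no effect and medium-only wells lacking cells for full effect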
NCF1 inh – p47phox (human) inhibition. inhibition, % at 24.7 µM. hit rate 0.53% among 220,000. p47phox/p22phox peptide binding, fluorescence polarization, 2 h. AID 1274;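 active means inhibition above about 30%, limit read from the data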;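 further: 0% = p47phox with labelled peptide and 100% = labelled peptide alone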
Target sequence (P14598 whole entry, looked up): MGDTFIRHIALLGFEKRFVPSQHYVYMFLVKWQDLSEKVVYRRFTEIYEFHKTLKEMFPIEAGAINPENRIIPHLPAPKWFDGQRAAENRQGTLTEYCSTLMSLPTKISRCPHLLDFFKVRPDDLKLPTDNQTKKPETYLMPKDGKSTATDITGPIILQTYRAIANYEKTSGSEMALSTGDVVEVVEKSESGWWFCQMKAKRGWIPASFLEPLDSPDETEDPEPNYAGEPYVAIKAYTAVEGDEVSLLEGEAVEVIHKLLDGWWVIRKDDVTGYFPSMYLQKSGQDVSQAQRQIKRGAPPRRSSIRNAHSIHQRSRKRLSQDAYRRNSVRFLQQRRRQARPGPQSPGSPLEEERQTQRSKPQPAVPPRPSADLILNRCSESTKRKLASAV
p97 inhibitor – inhibitors of human p97 ATPase. P55072. hit rate 0.42% among 220,000. recombinant p97 ATPase, Kinase-Glo ATP luminescence, 3 h. inhibition, % at 8 µM. AID 1481; in the data active means inhibition above about 15%;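 further: 0% = DMSO vehicle and 100% = wells lacking enzyme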
EP2 antag – EP2 receptor (human) inhibition | P43116 | C6 glioma cells expressing human EP2, cAMP TR-FRET; cells stimulated with saturating PGE2 | inhibition, % at 25 µM | hit rate 0.52% among 260,000 | AID 1422;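 active means percent inhibition above 40 after rounding to a whole number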;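 further: rat C6 glioma host cells with rolipram phosphodiesterase inhibitor present; the protocol text gives 20 µM as final concentration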
Target sequence (P43116 whole entry, looked up): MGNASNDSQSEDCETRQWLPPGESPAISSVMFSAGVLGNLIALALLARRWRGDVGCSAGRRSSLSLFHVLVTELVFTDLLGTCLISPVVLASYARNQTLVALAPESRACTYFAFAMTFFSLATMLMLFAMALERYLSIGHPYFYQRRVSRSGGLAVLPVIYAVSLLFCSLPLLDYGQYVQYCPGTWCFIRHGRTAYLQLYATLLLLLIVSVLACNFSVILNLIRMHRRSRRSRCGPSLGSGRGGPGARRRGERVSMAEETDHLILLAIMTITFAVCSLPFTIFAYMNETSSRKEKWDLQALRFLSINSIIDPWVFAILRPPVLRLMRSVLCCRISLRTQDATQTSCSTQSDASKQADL
BaF3 parental – counter-screen for JAK2V617F inhibitors: parental Ba/F3 viability inhibitors | CellTiter-Glo ATP luminescence | inhibition, % at 5.6 µM | hit rate 1.1% among 220,000;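 active means inhibition above a per-campaign cutoff, the mean inhibition of all tested compounds plus 3 SD, cut at about 27% in these data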;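 further: 0% = DMSO wells and 100% = JAK Inhibitor I control wells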
Ba/F3 V617F tox – lowers viability of Ba/F3 cells expressing EpoR and JAK2V617F. ATP luminescence. inhibition, % at 5.6 µM. hit rate 1.1% among 220,000. AID 1446;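 active means inhibition above the campaign mean plus 3 SD over all tested compounds, cut at about 24% in these data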;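 further: cytokine-independent growth of Ba/F3 cells driven by EpoR plus mutant JAK2; 0% = DMSO-treated cells and 100% = JAK inhibitor I control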
An asterisk follows results filed as active; · = no result given; & = joins results of further samples; [ ] = another dose, or the depositor's remark.

SMILES	RBBP9 inh	Furin inh	Tb hexokinase	PPC-1+TRAIL kill	NCF1 inh	p97 inhibitor	EP2 antag	BaF3 parental	Ba/F3 V617F tox
Cc1ccc(S(=O)(=O)N(C)Cc2ccc(-c3nnc4n3CCC4)cc2)cc1	-9	-23	1	12	-2	5	16	3	-1
O=C(NCc1ccco1)C1CC(c2c(Cl)cccc2Cl)=NO1 (stereo unspecified)	-3	-7	1	1	-2	-7	11	8	5
COc1ccc(S(=O)(=O)N(CC(=O)NCCC(C)C)c2ccccc2)cc1OC	-4	-19	-10	12	2	-2	4	6	0
Cc1ccc(/C=[N+](/[O-])C2SC(=S)N(C)C2(C)C)cc1 (stereo unspecified)	-4	-17[20 µM]	-9	-3	-2	-4	13	4	3
CCCOC(=O)c1ccc(NC(=O)c2cc(=O)[nH]c3ccccc23)cc1	-10	-8	-9	-4	6	0	6	1	0
CN(C)S(=O)(=O)c1cccc(NC(=O)CSc2nc3c(cc2C#N)C(=O)CC(C)(C)C3)c1	-2	-9	0	18	-12	-7	4	4	4
CCCCNC(=S)Nc1ccccc1F	-7	-16	2	31	1	-1	9	4	0
Cc1nnc(SCc2ccc(Cl)cc2)n1CC1CCCO1 (stereo unspecified)	-3	-18	-3	30	-2	5	1&7	5	-1
CCOC(=O)c1c(C2CC2)csc1NC(=O)COC(=O)c1ccc[n+]([O-])c1	-7	-1	1	4	-14	-7	3	7	1
Cc1nc2ccccc2c(=O)n1NC(=O)C1CCC(C(C)(C)C)CC1 (stereo unspecified)	-7	-24	2	10	-4	-2	8	2	-1
Cc1nnc(NC(=O)CSc2ccc(-c3cccnc3)nn2)s1	-13	-28	-3	31	7	-2	7	4	-1
Cc1ccc(Cn2ccc(-c3cnc(-c4ccccc4)s3)n2)cc1	-9	-32[20 µM]	-5	14	-4	-2	4	2	-1
O=C(NCCCN1CCOCC1)c1csc2c1CCCC2	-2	-33	0	11	2	6	13	3	0
Cc1nc(/C=[N+](\[O-])C(C)(C)/C=N/O)n(O)c1C	0	7	-55	5	-3	4	13	3	-5
CCOC(=O)c1cc(=O)n(Cc2ccccc2C)c2ccccc12	-8	-11[20 µM]	-13	3	7	-5	8	9	1
Cn1c(SCC(=O)N/N=C/C=C\c2ccccc2[N+](=O)[O-])nc2ccccc21	-2	-7	-1	-10	4	0	5	13	3
C=CCn1c(O)c(N=O)c2cc(C)ccc21	-27	-17	2	15	9	-5	7	4	4
O=C(c1cccs1)N1CCCC(c2nc(-c3ccc(F)cc3)no2)C1 (stereo unspecified)	-8	-13	5	7	-4	-1	7	4	-3
O=C(c1ccco1)n1nc(-c2ccco2)nc1SCc1ccccc1	-4	-18[20 µM]	-10	8	-4	2	4	5	-1
O=C(Nc1ccc(Nc2ccccc2)cc1)C(Cl)Cl	0	-19	-5	30	-11	9	6	-1	7
COc1ccc(CN2CCN(C(=O)c3ccco3)CC2)cc1	-6	-22	-3	24	-10	0	15	1	0
CCOc1cc(C(=O)Nc2ccc(N3CCN(S(C)(=O)=O)CC3)cc2)cc(OCC)c1OCC	-6	-12[20 µM]	-1	14	-8	-5	13	5	100*
O=C(CNc1cccc2ccccc12)N/N=C/c1ccc[nH]1	2	-25	-10	6	-11	3	7	0	-4
O=C1CC[C@@H](CN(Cc2ccccn2)Cc2nc(Cc3cccc(C(F)(F)F)c3)no2)N1	-7	-28	-3	13	-4	3	7	3	-2
O=C(Nc1nc(-c2ccc(Cl)cc2Cl)cs1)C1CCCO1 (stereo unspecified)	-7	-5	27	20	-13	-3	6	0	28*
COc1ccc(C(=O)Nc2cc(OC)c(NC(=O)c3ccco3)cc2OC)cc1	-6	-11[20 µM]	-23	-5	63*	1	6	4	-3
COc1ccc(O)c(/C=N/Nc2nc3ccccc3[nH]2)c1	4	3	-34	22	-23	2	6	7	3
O=C(CO/N=C/c1ccccc1OC(F)F)NCc1cccs1	-7	-4	1	11	2	-4	10	2	4
COC(=O)CSc1ccc(-c2nc3ccc(C)cc3[nH]2)cn1	0	-7[20 µM]	-32	24	-13	-1	59*	-1	-4
Cc1ccc(S(=O)(=O)N2CCN(C)CC2)cc1-c1nnc2c3ccccc3c(C)nn12	-9	-21	-1	5	-5	6	6	3	-1

Three compounds already listed, arranged by the number in NCF1 inh, falling:
molecule | RBBP9 inh | Furin inh | Tb hexokinase | NCF1 inh | p97 inhibitor
COc1ccc(C(=O)Nc2cc(OC)c(NC(=O)c3ccco3)cc2OC)cc1 | -6 | -11[20 µM] | -23 | 63* | 1
O=C(CNc1cccc2ccccc12)N/N=C/c1ccc[nH]1 | 2 | -25 | -10 | -11 | 3
COC(=O)CSc1ccc(-c2nc3ccc(C)cc3[nH]2)cn1 | 0 | -7[20 µM] | -32 | -13 | -1

Results in PPC-1+TRAIL kill and p97 inhibitor, for 4 of the compounds above:
mol	PPC-1+TRAIL kill	p97 inhibitor
Cc1nnc(SCc2ccc(Cl)cc2)n1CC1CCCO1 (stereo unspecified)	30	5
CCOC(=O)c1c(C2CC2)csc1NC(=O)COC(=O)c1ccc[n+]([O-])c1	4	-7
Cc1nc2ccccc2c(=O)n1NC(=O)C1CCC(C(C)(C)C)CC1 (stereo unspecified)	10	-2
Cc1nnc(NC(=O)CSc2ccc(-c3cccnc3)nn2)s1	31	-2

Further records follow:
SMILES	RBBP9 inh	Furin inh	Tb hexokinase	PPC-1+TRAIL kill	NCF1 inh	p97 inhibitor	EP2 antag	BaF3 parental	Ba/F3 V617F tox
Nc1cc(=O)[nH]c(SCc2nnc(-c3ccccc3)o2)n1	2	-16	1	-6	-6	0	9&13	9	4
CCOc1ccc(CCNC(=O)c2cc(C)nn2-c2ccccc2)cc1	3	-31	-4	8	0	0	2	-9	-1
CCC(=O)c1ccc(N2CCCC2)c(F)c1	-8	-12[20 µM]	-14	30	-16	-6	12	-2	1
C/C(=N\NS(=O)(=O)c1ccc(C)cc1)c1cc2ccccc2oc1=O	-13	-1	-18	-18	-6	2	5	2	1
Cc1[nH]nc2c1C(c1cc(Br)cs1)C(C#N)=C(N)O2 (stereo unspecified)	-11	-23	2	42	-3	-4	18	4	3
O=[N+]([O-])c1cc(C(F)(F)F)ccc1N1CCCC(O)C1 (stereo unspecified)	-2	-23	2	12	-2	4	7	8	1
FC(F)(F)c1cccc(N2CCN(C(=S)NC3CCCC3)CC2)c1	-2	-21[20 µM]	0	6	-16	1	17	7	-3
O=C(NCc1ccc(Cl)cc1)c1ccc(Br)o1	1	-9[20 µM]	-3	0	-1	-5	6	1	3
CCOC(=O)c1nn(-c2ccc3ccccc3c2)cc1O	0	-15	-9	31	-6	5	3	1	3
O=c1ccc(/C=C/c2ccccc2)nn1Cc1ccc(Cl)cc1Cl	-1	-17[20 µM]	-9	7	-13	0	10	4	-2
COc1ccc(NC(=O)N2CCC(c3ccccc3)C2)c(OC)c1 (stereo unspecified)	2	-17	-5	14	3	0	10	0	-4
Cc1ccc(C2NC(=O)c3ccccc3N2)s1 (stereo unspecified)	-8	-4	-5	31	-7	0	8	80*	83*
CCOC(=O)c1ccc2nc(C)c(CC)c(Cl)c2c1	-9	-13	-7	13	5	3	7	0	-4
CCN(CC)c1ccc(/C=N/NC(=O)c2ccco2)c(O)c1	1	-4	-30	47	-21	3	5	1	0
CC(C)(C)c1cc(C(=O)Nc2ccc(F)cc2)n(Cc2ccc(F)cc2)n1	-7	-8	-7	-16	-6	-3	11	0	3
O=C(OCC(=O)N1CCCC1)c1ccc(S(=O)(=O)Nc2ccccc2)cc1	-4	-20	-1	13	-9	0	4	3	-3
CCOC(=O)c1sc(=S)n(-c2ccc(C)cc2)c1SC	0	-11	4	38	-12	3	8	-1	-1
CCC(CC)c1nnc(NC(=O)c2c(-c3ccccc3)noc2C)s1	-3	-1	-5	18	-20	-5	13	5	0
O=C(COc1ccccc1)NCc1nnc2c3ccccc3c(-c3ccccc3)nn12	-6	-16	-7	18	-1	-2	7	3	2
O=C1CCCN1CCCNc1ncnc2c1[nH]c1ccc(Cl)cc12	3	4[20 µM]	-10	8	-12	1	20	3	-2
CCn1c(SCC(=O)Nc2cc(C)on2)nnc1-c1ccc(S(=O)(=O)N2CCN(C)CC2)cc1	-1	-10[20 µM]	-7	5	2	-3	2	2	-1
COc1cccc(-n2nnnc2S(C)(=O)=O)c1	0	-18[20 µM]	-3	-1	-13	10	19	2	52*
COCC(N)(c1ccccc1)c1nc2ccccc2n1C (stereo unspecified)	-1	-12	-7	-8	-1	3	6	6	1
CCN(/C=N/S(=O)(=O)c1ccc(Cl)cc1)CC	-11	-22	-10	16	-10	2	1	6	0
CCN(Cc1cc(=O)n2ccsc2n1)c1cccc2ccccc12	-5	-12	-3	-7	-2	1	8	8	-2
Cc1c(NS(=O)(=O)c2cc(Br)cc3c2N(C(=O)C2CC2)CC3)c(=O)n(-c2ccccc2)n1C	-3	-16	-2	0	4	2	7	6	-2
COc1ccc(-c2nc3ncccn3c2Nc2ccc3c(c2)OCCO3)cc1	2	-16[20 µM]	-8	15[5 µM]	-11	-5	·	1	0
Cc1[nH]c2ccc(-c3nnc(SCC(=O)N4CCCc5ccccc54)o3)cc2c1C	7	-18	-7	3	5	10	12	-1	-3
COc1ccc(NC(=O)CN(C)S(=O)(=O)c2cccc3nsnc23)cc1OC	6	0	-6	18	0	-1	6	7	2
O=C(Cc1ccccc1)N/N=C/c1cccs1	-4	-11[20 µM]	-8	12	2	4	8	1	-1
O=C(Nc1ccc(Cl)cc1)C1CC(=O)n2c(nc3ccccc32)N1 (stereo unspecified)	-9	-14	-6	4	9	-1	8	2	1
O=C(CN1CCC(c2nc3ccccc3[nH]2)CC1)Nc1ccc2c(c1)OCO2	-3	-5	0	18	-13	9	7	5	-2
Cc1nc(NC(=O)c2csc3ccccc23)sc1C	1	-7	-6	-14	-9	0	8	0	-3
CN(C)C(=O)c1cn(-c2ccccc2)nc1-c1cccc([N+](=O)[O-])c1	4	-26	1	-12	-8	-1	11	7	0
O=C(C(Cc1ccccc1)n1cccc1)N1CCc2ccccc21 (stereo unspecified)	-6	-20	6	5	-19	1	9	1	-4
COc1ccc(S(=O)(=O)N2CCCCCC2)cc1N	-3	-15	-3	19	-10	-2	2	11	5
CC(C)(C)C1=CC(=O)C(N2CCOCC2)=CC1=O	3	-8	-6	19	1	1	4	5	2
CCOc1cccc(-c2csc(C3COc4ccccc4O3)n2)c1 (stereo unspecified)	-7	-13	-1	4	-2	1	5	1	-5
CN(CCNC(=O)CCCOc1cc(=O)n(C)c2ccccc12)Cc1ccccc1	-2	-22	3	14	4	-1	14	8	3
COc1ccc(CN2CCc3cc(OC)c(OC)cc3C2)cc1O	6	-23	-8	11	-3	6	19	-5	-4
CCOC(=O)CSc1nc2ccccc2n2cnnc12	-6	-11[20 µM]	-14	17	-19	-6	12	1	-2
Cc1cc(C)c2nc(NNC(=O)c3ccc(S(=O)(=O)N4CCCCC4)cc3)sc2c1	-2	-12	3	-6	-3	-2	11	6	1
COc1cc(C2NC(=O)NC(c3ccccc3)=C2C(C)=O)c(Cl)cc1OCC(=O)O (stereo unspecified)	-2	-19	-19	21	8	2	6&3	4	1
O=C(CCCCCn1c(=S)[nH]c2ccc(N3CCOCC3)cc2c1=O)NC1CCN(Cc2ccccc2)CC1	2	-21	-12	19	-2	3	8	6	0
O=C(CSc1ccc(-c2ccc(F)cc2)nn1)N1CCOCC1	-4	-10	1	10	9	-2	3&6	5	4
Cn1c(SCC(=O)N2c3ccccc3CCc3ccccc32)nnc1-c1cc2ccccc2cc1O	-21	-2	24	29	-7	-8	10	12	12
CCOC(=O)N1CCN(C(=O)CCSCCc2ccncc2)CC1	1	-19	3	11	-11	-4	20	0	-3
CC(C)NC[C@@H](O)c1ccc(O)c(O)c1	4	-13	-5	12	11	4	9&10	7	-2

Source: PubChem BioAssay (several laboratories)

These rows are one share of the data; the hit share may differ from the screen's.
